Screening results from PubChem BioAssay.
RBBP9 inhibitor: blocks human serine hydrolase RBBP9 | recombinant RBBP9, FP-Rh probe fluorescence polarization | inhibition, % at 7.94 µM | 0.2% of 220,000 active | AID 1515;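 active means inhibition above the campaign mean of all tested compounds plus 3 SD, cut at about 14% in these data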;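 further: plate controls were DMSO wells with RBBP9 for no effect and wells lacking RBBP9 protein for full effect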
Target sequence (O75884 whole entry, looked up): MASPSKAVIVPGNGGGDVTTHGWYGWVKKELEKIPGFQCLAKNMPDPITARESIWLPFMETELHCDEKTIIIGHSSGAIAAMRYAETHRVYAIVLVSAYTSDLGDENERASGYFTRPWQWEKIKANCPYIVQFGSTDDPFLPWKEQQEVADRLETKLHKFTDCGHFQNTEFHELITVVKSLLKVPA
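Measured by: FP readout at 525/598 nm; material: recombinant human RBBP9; also added: Serine-hydrolase probe FP-Rh, 375 nM pre-mixing; medium: Tris buffer pH 8.0, NaCl, Pluronic; replication: one well per compound; doses: one concentration, 7.94 µM nominal, 0.794% DMSO; timing: preincubation 30 min plus labeling 45 min at 25 °C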
BaF3 tox: reduces parental Ba/F3 cell viability, JAK2V617F counter-screen. 1.1% of 220,000 active. inhibition, % at 5.6 µM. CellTiter-Glo ATP luminescence;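 active means inhibition above a per-campaign cutoff, the mean inhibition of all tested compounds plus 3 SD, cut at about 27% in these data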;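 further: 0% = DMSO wells and 100% = JAK Inhibitor I control wells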
Ba/F3 V617F tox: loss of viability in JAK2V617F-driven Ba/F3 cells | 1.1% of 220,000 active | Ba/F3 EpoR-JAK2V617F viability, ATP luminescence | inhibition, % at 5.6 µM;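 active means inhibition above the campaign mean plus 3 SD over all tested compounds, cut at about 24% in these data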;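 further: cytokine-independent growth of Ba/F3 cells driven by EpoR plus mutant JAK2; 0% = DMSO-treated cells and 100% = JAK inhibitor I control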
NCF1 inh: inhibitors of human p47phox binding; P14598; p47phox/p22phox peptide binding, fluorescence polarization, 2 h; inhibition, % at 24.7 µM; 0.53% of 220,000 active; AID 1274;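 active means inhibition above about 30%, limit read from the data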;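 further: 0% = p47phox with labelled peptide and 100% = labelled peptide alone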
Target sequence (P14598 whole entry, looked up): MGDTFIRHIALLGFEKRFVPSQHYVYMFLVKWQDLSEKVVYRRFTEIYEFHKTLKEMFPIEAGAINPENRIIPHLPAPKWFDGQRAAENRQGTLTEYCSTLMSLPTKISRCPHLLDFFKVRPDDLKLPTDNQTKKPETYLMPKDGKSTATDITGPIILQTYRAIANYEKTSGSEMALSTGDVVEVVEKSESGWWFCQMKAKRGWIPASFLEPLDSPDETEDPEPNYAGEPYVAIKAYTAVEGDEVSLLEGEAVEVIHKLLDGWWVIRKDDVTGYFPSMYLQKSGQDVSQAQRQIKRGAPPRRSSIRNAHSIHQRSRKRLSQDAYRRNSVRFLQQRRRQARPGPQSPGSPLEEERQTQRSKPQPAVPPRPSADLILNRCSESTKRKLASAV
PGE2 EP2 inh: EP2 receptor (human) inhibition. P43116. C6 glioma cells expressing human EP2, cAMP TR-FRET; cells stimulated with saturating PGE2. inhibition, % at 25 µM. 0.52% of 260,000 active. AID 1422;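 active means percent inhibition above 40 after rounding to a whole number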;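 further: rat C6 glioma host cells with rolipram phosphodiesterase inhibitor present; the protocol text gives 20 µM as final concentration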
Target sequence (P43116 whole entry, looked up): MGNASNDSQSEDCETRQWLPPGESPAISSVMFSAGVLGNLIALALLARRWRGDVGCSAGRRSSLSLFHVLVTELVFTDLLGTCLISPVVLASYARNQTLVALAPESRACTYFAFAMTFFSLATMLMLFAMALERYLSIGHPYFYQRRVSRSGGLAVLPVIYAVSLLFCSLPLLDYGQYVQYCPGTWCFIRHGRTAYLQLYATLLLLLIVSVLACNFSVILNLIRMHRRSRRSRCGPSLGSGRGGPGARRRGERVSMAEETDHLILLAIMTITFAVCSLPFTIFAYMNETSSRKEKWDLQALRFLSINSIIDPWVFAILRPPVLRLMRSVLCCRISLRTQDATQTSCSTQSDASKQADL
p97 inhibitor: human p97 ATPase inhibition; inhibition, % at 8 µM; recombinant p97 ATPase, Kinase-Glo ATP luminescence, 3 h; P55072; 0.42% of 220,000 active; in the data active means inhibition above about 15%;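 further: 0% = DMSO vehicle and 100% = wells lacking enzyme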
Furin inh: inhibitors of human furin. purified furin, fluorogenic substrate cleavage. 0.061% of 220,000 active. inhibition, % at 30 µM. P09958. AID 463115; in the data active means inhibition above about 25%; further: inactives centre near -15
Tb hexokinase: T. brucei hexokinase 1 inhibition; recombinant TbHK1, G6PDH-coupled NADH A340; inhibition, % at 10 µM; 0.11% of 220,000 active; AID 1430;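 active means inhibition of 50% or more in the single-dose primary screen; inactive means inhibition below 50%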
PPC-1+TRAIL kill: kills PPC-1 cancer cells in the presence of TRAIL; PPC-1 cells + TRAIL, ATPLite viability luminescence; cell killing (% activity), % at 4 µM; 0.41% of 220,000 active; AID 1443;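 active means cell killing above 50% in the first pass at 4 µM, then a duplicate retest at 5 µM averaging 50% or more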;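 further: plate controls were cells with TRAIL plus DMSO for no effect and medium-only wells lacking cells for full effect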
* marks the source's active call; other numbers are inactive results; . = no result given; & = joins results of further samples; [ ] = dose if it differs, or a comment.

SMILES	RBBP9 inhibitor	BaF3 tox	Ba/F3 V617F tox	NCF1 inh	PGE2 EP2 inh	p97 inhibitor	Furin inh	Tb hexokinase	PPC-1+TRAIL kill
COc1cc(/C=N\N=C2/SC(CC(=O)O)C(=O)N2c2ccc(O)cc2)ccc1O (stereo unspecified)	-11	8	3	2	12	-1	4	-49	10
CCn1c(SCC(=O)OC)nnc1C1CCCCC1	0	6	0	-10	10	0	-22[20 µM]	6	14
CC(=O)C1=C(C)NC(SCC(=O)c2ccc(-c3ccccc3)cc2)=C(C#N)C1c1cccnc1 (stereo unspecified)	-10	7	1	-71	49*	-1	-8[20 µM]	15	0
COc1ccc2[nH]c(=O)c(COC(=O)c3cccs3)cc2c1	-8	4	2	-12	5	-5	11	-1	18
COc1ccc(NC(=O)Cn2nnc(C(=O)NCc3ccccc3)c2N)cc1Cl	4	5	-4	-3	7	6	-8	-3	-8
COc1cc2c(cc1OC)CN(c1nc(-c3cccnc3)nc3ccccc13)CC2	-13	9	4	-37	5	1	-16	-15	12
COc1cc(/C=N/O)ccc1OCc1ccccc1Cl	-2	6	1	-10	8	1	-17	5	20
O=C(CC(c1ccccc1)c1cc(Br)ccc1O)N1CCCC1 (stereo unspecified)	2	8	6	-9	5	-2	-9	7	-21
O=C(NC1CCCCC1)c1ccccc1NC(=S)NC(=O)C1CCC1	1	4	-3	-4	5	4	-21	2	22
O=C(N/N=C/C=C/c1ccccc1[N+](=O)[O-])c1ccncc1	-6	-2	1	-7	6	3	-6	-54	10
CCOC(=O)Cc1csc(NC(=O)/C=C/c2ccc(OC)cc2)n1	-1	11	6	-1	6	-5	3	-42	56*[5 µM]
O=C(C1CCN(Cc2ccc(Cl)cc2)CC1)N1CCN(C(c2ccccc2)c2ccccc2)CC1	-4	3	1	3	5	5	-17	-9	8
COc1ccc2nc(C)cc(SCC(=O)N/N=C/c3c(OC)ccc4ccccc34)c2c1	5	1	-4	42*	12	6	-4	0	15
Cc1nn(C(=O)CNS(=O)(=O)c2ccccc2)c(C)c1Sc1ccc(Cl)cc1	-8	4	-2	4	9	9	3	37	12
Nc1ccc2c(c1)Oc1ccccc1C=C2	-2	3	-3	-5	5	8	-11	-17	31
O=C(O)CCC(=O)NN1C(=O)c2ccccc2NC1c1ccco1 (stereo unspecified)	-3	1	3	0	8	-1	-25	-8	4
Cc1cc(C)c(C#N)c(SCc2ccccc2)n1	3	1	-1	-5	13	0	-19[20 µM]	3	20
Cc1ccc(NC2c3ncccc3C(=O)N2c2ccccc2C)cc1C (stereo unspecified)	18*	0	2	1	5	-1	-15	-10	-2
CNC(=O)C1C2C=CC3(O2)C1C(=O)N(C1CC1)C3C(=O)NCc1ccc(OC)cc1 (stereo unspecified)	-1	1	-1	1	18&18	3	-18[20 µM]	2	24
CCOC(=O)c1ccc(N2CCOCC2)c(NC(=O)c2c(-c3ccccc3)noc2C)c1	-7	54*	75*	-11	6	-10	0	-13	0
COc1ccc(NC(=O)c2cccs2)c([N+](=O)[O-])c1	-8	4	3	3	20	-1	-8[20 µM]	-1	5
O=C(CSc1nnc(-c2ccc3c(c2)OCO3)o1)Nc1ncc(Cl)cc1Cl	-5	7	0	-20	11	5	-23	-1	23
N#Cc1ccc(-c2ccc(F)cc2)nc1Oc1ccc(F)cc1	-3	2	1	7	7	-5	-36[20 µM]	-28	9
CC(=O)Nc1ccc(NC(=O)c2ccccc2S(=O)(=O)c2ccc([N+](=O)[O-])cc2)cc1	-6	8	2	-9	4	2	-19	-10	17
CCOC(=O)c1ccccc1NC(=O)CSc1ncc(C(=O)OCC)c(N)n1	-5	3	-1	5	3&9	0	-4	-4	30

Structures above shown as hits in NCF1 inh:
compound	RBBP9 inhibitor	NCF1 inh	p97 inhibitor	Furin inh	Tb hexokinase
COc1ccc2nc(C)cc(SCC(=O)N/N=C/c3c(OC)ccc4ccccc34)c2c1	5	42*	6	-4	0

Remaining list, next part
SMILES	RBBP9 inhibitor	BaF3 tox	Ba/F3 V617F tox	NCF1 inh	PGE2 EP2 inh	p97 inhibitor	Furin inh	Tb hexokinase	PPC-1+TRAIL kill
CC(C)(C)c1ccc(-c2nc(O)c(CC(=O)O)s2)cc1	-7	-3	-2	-28	5	-4	-26	7	-5
O=C(NCC1CCCO1)C(Cc1ccccc1)N1C(=O)C2C3C=CC(C4CC34)C2C1=O (stereo unspecified)	-1	12	1	-2	5	2	-21	-3	11
Cc1nnc(SCCC(=O)Nc2ccc(F)cc2)s1	0	3	-1	-7	16	-4	-13[20 µM]	-8	24
CC(C)C(=O)Nc1cccc(C(=O)Nc2ccccc2C(=O)O)c1	-2	1	0	4	10	0	-22[20 µM]	-7	-6
CN(C)CCCN(C(=O)CCSc1ccccc1)c1nc2cc3c(cc2s1)OCO3	-2	8	1	-17	6	-1	-23	2	25
N#Cc1c(N(CCO)CCO)nc(N)c2c(N)nc3c(c12)CC(=O)N3Cc1cccs1	-5	-3	-3	-18	21	29*	1	-44	5
CSC1=C(C#N)C(c2ccccc2Cl)C(C(C)=O)=C(C)N1 (stereo unspecified)	-5	6	3	3	4	-2	-19[20 µM]	-5	26
Cc1cc([N+](=O)[O-])ccc1NC(=S)NC(=O)Cc1ccccc1	-3	4	1	-8	13	1	-10[20 µM]	1	-11
O=S(=O)(Cc1ccccc1Cl)NCc1ccccc1	-9	5	-4	-7	7	4	-29	2	25
CN1c2ccc(Cl)cc2C(=O)NC1c1ccc([N+](=O)[O-])s1 (stereo unspecified)	-1	1	-1	-11	4	2	-14	-40	6
CCCN(CCC)CCOc1cc(C)ccc1C(C)C	-1	3	-2	1	7	0	-31	-2	14
CCOc1ccc(NC(=S)NNC(=O)c2ccc(Br)cc2)cc1	-7	2	-1	6	6	3	-21	4	26
CS(=O)(=O)Nc1ccc(C(=O)N2CCN(c3ccccc3)CC2)cc1	5	1	-3	0	8	5	-15[20 µM]	5	17
CCOc1ncccc1C(=O)OCC(=O)Nc1ncc(C(F)(F)F)cc1Cl	-12	2	2	-17	12	0	-20[20 µM]	5	32
CC1=NN(c2nc(-c3ccc(Cl)cc3)cs2)C(=O)C1	-11	4	3	-23	4	16*	-15[20 µM]	-3	17
CCN(CCn1cccn1)C(=O)CCc1nnc(C2CCCCC2)o1	-9	4	-2	4	9	-3	-17	1	12
Cc1cc(C)c(C(=O)N2CCCC(C(=O)c3cc(F)ccc3F)C2)o1 (stereo unspecified)	-1	4	3	1	7	0	-13	-1	14
Cn1nccc1C(=O)N/N=C/c1ccccc1[N+](=O)[O-]	-6	1	2	-20	9	0	-15	-26	3
COc1ccc(CCNC(=O)COc2ncnc3ccccc23)cc1	-10	3	-2	2	1	-3	-20	-7	2
COc1cccc(C2=CC(c3cccc(OC)c3OC)n3nnnc3N2)c1 (stereo unspecified)	-8	7	2	-1	11	-2	-12	-4	29
CC(C)C(=O)c1ccc(O)c(O)c1	4	-1	-6	0	6	9	-16	-48	-14
CCCCn1c(=N)n(CC(=O)C(C)(C)C)c2ccccc21	-8	2	-2	2	15	-2	-31	4	8
Cc1sc2nc(C(C)C)oc(=O)c2c1C	4	7	-3	-1	20	5	-22[20 µM]	-4	-3
C=CCOC(=O)C1=C(C)Nc2nnnn2C1c1ccc(OC)cc1OC (stereo unspecified)	4	4	-1	-7	3	4	-19[20 µM]	-9	-7
COc1cc(/C=N/NC(=O)c2cccnc2)ccc1OS(=O)(=O)c1ccc(F)cc1	-2	2	-6	-2	8	8	-15[20 µM]	-9	31
SMILES	RBBP9 inhibitor	BaF3 tox	Ba/F3 V617F tox	NCF1 inh	PGE2 EP2 inh	p97 inhibitor	Furin inh	Tb hexokinase	PPC-1+TRAIL kill
Cc1ccc(S(=O)(=O)N/N=C/C(C)(C)CO)cc1	-6	2	0	-10	10	4	-19[20 µM]	-5	1
COc1cc(NC(=O)c2ccc(Cl)cc2Cl)ccc1-c1cc2ccccc2oc1=O	1	4	1	-9	15	1	-15[20 µM]	5	24
COc1cc2c(cc1OC)CN(C(=O)CSc1n[nH]c(N)n1)CC2	1	6	0	-2	6	4	-3[20 µM]	-12	24
COc1ccc(-c2cc(-c3ccccc3)nc(N3CCCC3)n2)cc1OC	-17	6	2	-3	5	4	-2	-13	48
Cc1ccc(-c2nc3ncccc3o2)cc1NC(=O)c1ccco1	-11	1	-1	.	25	1	-17[20 µM]	1	.
CC(C)NC(=S)NC1(C)CCS(=O)(=O)C1 (stereo unspecified)	7	2	-1	-4	3	-1	-20	-3	20
CCOC(=O)c1cc(C(C)=O)c(=O)[nH]c1C	0	2	1	-7	4	3	-15	-18	25
COc1ccc(NS(=O)(=O)c2ccc(O)c(NC(=O)c3cc4c(C)nn(-c5ccc(F)cc5)c4s3)c2)cc1	-7	4	2	-9	17	5	-23	-4	27
Cc1cc2cc(CNC(=O)Nc3ccccc3)ccc2n1C	-9	7	-2	-36	8	6	-32[20 µM]	2	-12
CCOc1ccccc1NC(=O)c1cccc(NC(=O)CC(c2ccccc2)c2ccccc2)c1	-36	5	3	-23	4	-2	-5[20 µM]	-1	24
O=C(O)CSc1c[nH]c2ccccc12	-4	-4	-2	4	-1	9	-18[20 µM]	-1	-19
Cc1ccc(OS(=O)(=O)c2ccc(-c3csc(C)n3)s2)c(C)c1	-17	3	3	-24	7	-8	-8	10	1
CC1CC1C(=O)Nc1nc(-c2ccccc2)cs1 (stereo unspecified)	0	5	-3	-14	18	-1	-14[20 µM]	-11	15
c1nc(NC2CCCCCC2)c2[nH]cnc2n1	-9	6	0	-9	10	-1	-20	-10	22
CC1=CC(=O)[C@H]2C(C)(C)CCC[C@]2(C)[C@@]1(O)CO	4	-11	3	0	17	-1	-24	-10	8
CC(C)(C)c1cc(/C=N/O)cc(C(C)(C)C)c1O	-8	6	1	-3	7	1	-35	-3	27
COc1ccc(CC(=O)Nn2c(-c3ccccc3)nc3ccccc3c2=O)cc1	-6	11	1	-7	2	-4	0	3	10
O=C(O)c1cc([N+](=O)[O-])ccc1N1CCC(Cc2ccccc2)CC1	-5	5	-2	1	6	5	-17	-1	2
CCN(c1ccccc1)S(=O)(=O)c1ccc(Cl)c(NC(=O)CSc2ncn[nH]2)c1	-5	4	0	-29	9	-2	-19	2	6
COc1ccc(/C=C2\Sc3ccc(C(=O)NCc4cccnc4)cc3N(C)C2=O)cc1OC	-5	12	7	-10	13	2	-6	-5	9
COc1ccc(CNC(=O)/C=C/c2cc([N+](=O)[O-])ccc2OC(F)F)cc1OC	-6	2	3	-9	5	-3	-14[20 µM]	-4	-6
Cc1nn2c(NCCN(C)C)c3c(nc2c1-c1ccccc1)CCCC3	-3	4	7	7	4	-1	-20	-22	22
C=CCN1C(=NC(=O)CCC(=O)O)SC2CS(=O)(=O)CC21 (stereo unspecified)	-1	1	-3	-10	12	4	-17[20 µM]	1	12
CCOC(=O)N1CCN(C(=O)c2ccc(-n3c(C)ccc3C)cc2)CC1	-12	3	-1	-10	5	3	-7	1	6
COc1cc(CNCc2ccccn2)ccc1OCC(N)=O	-14	5	-1	-8	.	2	-11[20 µM]	-3	4
COc1ccc(NC(=O)C2CCCN(S(=O)(=O)c3cccc4nonc34)C2)cc1 (stereo unspecified)	0	3	-2	-12	20	3	-25[20 µM]	-2	-2

No new results follow: an excerpt of the list.
SMILES	RBBP9 inhibitor	BaF3 tox	Ba/F3 V617F tox	NCF1 inh	PGE2 EP2 inh	p97 inhibitor	Furin inh	Tb hexokinase	PPC-1+TRAIL kill
COc1cc(NC(=O)c2ccc(Cl)cc2Cl)ccc1-c1cc2ccccc2oc1=O	1	4	1	-9	15	1	-15[20 µM]	5	24
COc1cc2c(cc1OC)CN(C(=O)CSc1n[nH]c(N)n1)CC2	1	6	0	-2	6	4	-3[20 µM]	-12	24
COc1ccc(-c2cc(-c3ccccc3)nc(N3CCCC3)n2)cc1OC	-17	6	2	-3	5	4	-2	-13	48

Some of the compounds tested; rates above refer to the full screens.
